M. tuberculosis GlmU: inhibition of mycobacterial GlmU enzyme – biochemical, glucosamine-1-phosphate acetyltransferase (AID 1376); M. tuberculosis GlmU acetyltransferase enzyme assay; higher % means a stronger effect; inhibition, %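 (tested at 30 µM in the primary screen)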; hits with a dose series show IC50 in µM; 0.25% of 220,000 active; in the data active = inhibition above about 13%;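 note: 0% = complete reaction with vehicle and 100% = reaction without substrate; strong numbers were not always called active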
Mtb RmlCD inh: inhibitors of Mycobacterium tuberculosis RmlC and RmlD coupled enzymes; inhibition, % at 3.6 µM; AID 1533; 0.03% of 160,000 active; P9WH09+P9WH11; RmlC+RmlD coupled enzyme assay, percent inhibition; primary screen in compound mixtures; in the data active = inhibition mostly above about 34%, no sharp cut-off; note: some results filed as inactive read as strong as hits
Target sequence (P9WH09 whole entry, looked up): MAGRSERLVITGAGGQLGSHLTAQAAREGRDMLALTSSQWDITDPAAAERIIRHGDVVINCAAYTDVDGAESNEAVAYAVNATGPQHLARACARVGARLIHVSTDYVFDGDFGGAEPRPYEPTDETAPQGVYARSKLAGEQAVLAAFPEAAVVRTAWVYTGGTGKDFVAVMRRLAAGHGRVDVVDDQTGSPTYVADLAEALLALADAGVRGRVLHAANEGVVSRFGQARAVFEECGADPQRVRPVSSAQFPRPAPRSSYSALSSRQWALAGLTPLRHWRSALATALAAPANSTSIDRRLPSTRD
Target sequence (P9WH11 whole entry, looked up): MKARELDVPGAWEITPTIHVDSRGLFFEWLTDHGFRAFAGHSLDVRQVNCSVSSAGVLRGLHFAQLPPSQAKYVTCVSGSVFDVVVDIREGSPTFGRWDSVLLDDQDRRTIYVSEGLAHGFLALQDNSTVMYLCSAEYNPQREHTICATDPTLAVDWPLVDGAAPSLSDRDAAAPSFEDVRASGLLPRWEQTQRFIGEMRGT
* marks the source's active call; other numbers are inactive results; x = no result given. An excerpt. The share of hits here may be higher or lower than overall.

Every second line gives: M. tuberculosis GlmU	Mtb RmlCD inh
CCOc1ccc(NS(=O)(=O)c2ccc3[nH]cc(C(=O)NCC4CCCO4)c(=O)c3c2)cc1 (stereo unspecified)
 : -1.8%	-1
CC(=O)c1c(C)[nH]c(C(=O)N2c3ccccc3CC2C)c1C (stereo unspecified)
 : 1.7%	-12
CCN(CC)c1ccc([N+](=O)[O-])c2cccnc12
 : 6.5%	x
C/C(=N\NS(=O)(=O)c1ccc([N+](=O)[O-])cc1)c1cccs1
 : 4.8%	-11
CCNC(=O)Cn1cc(C#N)c2ccccc21
 : -1.1%	x
C=CCn1c(Cc2c[nH]c3ccccc23)nnc1SCC(=O)NCc1ccccc1
 : 4.2%	66
CCOC(=O)C1=C(C)Nc2nc3ccccc3n2C1c1ccc(O)cc1 (stereo unspecified)
 : 7.0%	-9
COc1ccc(CCNC(=O)C2CCN(S(=O)(=O)c3cc(OC)ccc3OC)CC2)cc1
 : -1.3%	x
O=c1oc(-c2cccs2)nc2ccc(Br)cc12
 : 7.9%	x
O=C1c2ccccc2NC(c2ccc(-c3ccc(Br)cc3)o2)N1O (stereo unspecified)
 : -4.5%	6
COc1ccc(NC(=O)c2sccc2OS(=O)(=O)N(C)C)cc1
 : -0.9%	x
O=C(CN1CCC(n2nnc3cc(C(F)(F)F)ccc32)CC1)NCc1cccs1
 : 1.5%	-7
CN(C)/C=N/c1cc(=O)n(Cc2ccccc2)c(=O)n1C
 : -3.5%	x
CC1C/C(=C/c2ccccn2)C(=O)/C(=C/c2ccccn2)C1 (stereo unspecified)
 : -2.5%	-16
Brc1ccc(-c2noc(CCc3ccccc3)n2)cc1
 : 4.7%	x

Reprinted at random: 5 entries already listed, in no set order.
Every second line gives: M. tuberculosis GlmU	Mtb RmlCD inh
CCOC(=O)C1=C(C)Nc2nc3ccccc3n2C1c1ccc(O)cc1 (stereo unspecified)
 : 7.0%	-9
CCN(CC)c1ccc([N+](=O)[O-])c2cccnc12
 : 6.5%	x
CC(=O)c1c(C)[nH]c(C(=O)N2c3ccccc3CC2C)c1C (stereo unspecified)
 : 1.7%	-12
CCNC(=O)Cn1cc(C#N)c2ccccc21
 : -1.1%	x
C/C(=N\NS(=O)(=O)c1ccc([N+](=O)[O-])cc1)c1cccs1
 : 4.8%	-11

More entries follow:
Every second line gives: M. tuberculosis GlmU	Mtb RmlCD inh
CC1Cc2ccccc2N1C(=O)c1cnsn1 (stereo unspecified)
 : 1.3%	x
CCC(=O)Nc1cccc(-c2cnc3ccccc3n2)c1
 : -0.7%	4
O=C(NCc1ccco1)/C(=C\C=C\c1ccccc1)NC(=O)c1ccccc1Br
 : -6.0%	x
Cc1ccc(C)c(SCC(=O)OC/C(O)=C(\C#N)c2nc3ccccc3[nH]2)c1
 : 2.1%	10
Cc1cccc(C(CC(=O)O)n2cccc2)c1 (stereo unspecified)
 : 0.3%	13
O=C(Nc1cccc(-c2cnc3ccccc3n2)c1)c1ccccc1
 : 2.8%	x
COc1ccc(N=C(C)c2sc3ccccc3c2O)cc1
 : 5.6%	x
CCOC(=O)c1ccc(CSc2nnc(C)n2N)o1
 : -0.1%	-4
COc1ccc(-c2cc(=O)c3cc(O)ccc3o2)cc1
 : 1.6%	-3
Cc1nc2c(cnn2-c2ccccc2Cl)c(=O)n1-c1ccc(C(C)C)cc1
 : -1.2%	-6
Cc1ccccc1Nc1nc(N)nc(CSc2nnnn2-c2ccccc2)n1
 : 4.7%	-11
COc1ccc(NC(=O)CO/N=C2/CCCc3nonc32)c(OC)c1
 : 10%	-11
COc1cc(/C=C2\SC(=Nc3ccc(N4CCOCC4)cc3)N(C)C2=O)ccc1OC(C)C(=O)O (stereo unspecified)
 : -0.9%	-17
Cc1ccc2nc(N3CCN(Cc4ccc(F)cc4)C3=O)c(C)cc2c1
 : 2.0%	x
O=C(N/N=C/c1cc2ccccc2[nH]1)c1ccccc1Cl
 : 0.7%	-15

(cont.)
Every second line gives: M. tuberculosis GlmU	Mtb RmlCD inh
CCCCc1nc2sc3c(SCC(=O)NCc4ccco4)ncnc3c2c2c1CCC2
 : 0.5%	x
NC(=S)N/N=C/c1coc2ccc(Br)cc2c1=O
 : 2.1%	-13
CCOC(=O)C1C2C=CC3(CN(c4ccc(Cl)c(F)c4)C(=O)C13)O2 (stereo unspecified)
 : -2.2%	-8
COc1ccc(OC)c(CCNC(=O)CSc2ccsc2[N+](=O)[O-])c1
 : 0.1%	-4
CCC(CC)C(=O)NCCc1cc2c(OC)ccc(OC)c2[nH]c1=O
 : -4.5%	4
CCOc1ccc(NC(=O)CSc2nc3ccccc3c(=O)n2CCCC(=O)NCCCN2CCCC2=O)cc1
 : 1.9%	5
O=[N+]([O-])c1ccccc1NCCNc1ncc(C(F)(F)F)cc1Cl
 : -4.5%	35
CC(C(=O)Nc1sc2c(c1C(=O)NCc1ccco1)CCCC2)N1C(=O)c2ccccc2C1=O (stereo unspecified)
 : -1.8%	x
Cc1ccc(SCCn2nc(C(=O)O)c3ccccc3c2=O)cc1
 : -2.0%	-14
COc1ccccc1N1CCN(C(=O)c2ccc(S(=O)(=O)N3CCCCC3)cc2)CC1
 : -0.6%	3
O=C(Nc1cc2c(oc1=O)CCCC2=O)c1ccc(Cl)cc1
 : 1.2%	x
CCOC(=O)C[n+]1c(C)csc1C
 : -2.4%	-5
O=C(c1ccccc1)c1c[nH]c(C(=O)NCCCN2CCOCC2)c1
 : 1.1%	x
O=C1NC2=C(C(=O)CCC2)C(c2ccc3ncccc3c2)N1 (stereo unspecified)
 : 9.1%	7
COc1ccc(CN(Cc2cccnc2)S(=O)(=O)c2ccc(-n3cnnn3)c(C)c2)cc1OC
 : -2.4%	7

Profiles, quoted from the list. Screens in order: M. tuberculosis GlmU | Mtb RmlCD inh
Shown for CCOc1ccc(NS(=O)(=O)c2ccc3[nH]cc(C(=O)NCC4CCCO4)c(=O)c3c2)cc1 (stereo unspecified) = -1.8% | -1
Shown for COc1ccc(OC)c(CCNC(=O)CSc2ccsc2[N+](=O)[O-])c1 = 0.1% | -4
Shown for Cc1ccc(C)c(SCC(=O)OC/C(O)=C(\C#N)c2nc3ccccc3[nH]2)c1 = 2.1% | 10
Shown for O=C(NCc1ccco1)/C(=C\C=C\c1ccccc1)NC(=O)c1ccccc1Br = -6.0% | x

(cont.)
Every second line gives: M. tuberculosis GlmU	Mtb RmlCD inh
O=C1c2ccccc2C(Nc2ccc3c(c2)OCCO3)N1Cc1ccccc1 (stereo unspecified)
 : -3.5%	-7
Cc1ccc(C)c(OCC(=O)Nc2nonc2NC(=O)COc2cc(C)ccc2C)c1
 : 3.7%	9
CCOc1ccc(/C(=N\O)C(C)NO)cc1 (stereo unspecified)
 : 3.3%	0
CCOC(=O)N1CCN(c2ncnc3c2[nH]c2ccc(F)cc23)CC1
 : 2.1%	x
O=C(NCCC1=CCCCC1)C1CCN(S(=O)(=O)N2CCCC2)CC1
 : 4.1%	3
CSc1nnc(-c2sc(-c3ccccc3)nc2C)n1C
 : 0.9%	x
CN1C(=O)C(CC(=O)Nc2ccc(F)cc2)N(NC(=O)c2cccc(F)c2)C1=S (stereo unspecified)
 : 1.8%	x
O=C(COC(=O)Cc1cccc(C(F)(F)F)c1)NC1CC1
 : 3.7%	-11
COc1ccc(NC(C)C(=O)Nc2ccc(C(C)(C)C)cc2)cc1Cl (stereo unspecified)
 : x	4
CCOc1ccc(NC(=O)C(=O)NCCCn2ccnc2)cc1
 : 1.6%	5
COCCNC(=O)c1ccc2c3n(nc2c1)-c1ccc(Cl)cc1CO3
 : -1.4%	x
C/C(=N\NC(=O)c1ccc(CN2CCOCC2)cc1)c1ccc(NC(=O)c2ccccc2)cc1
 : 6.0%	x
COC(=O)c1[nH]c2ccccc2c1NC(=O)CN1CCN(C(=O)c2ccco2)CC1
 : -3.3%	-1
CC[n+]1c(/C=C2\Sc3ccccc3N2C)ccc2cccc(C)c21
 : -5.2%	0
Nc1ccc2c(c1)C/C(=C/c1ccco1)C2=O
 : 11%	x

Further compounds.
Every second line gives: M. tuberculosis GlmU	Mtb RmlCD inh
CCOC(=O)c1cnc(=O)[nH]c1C
 : -2.9%	x
COCCCNC(=O)c1ccc2c(=O)n(Cc3ccc(OC)cc3)c(=O)[nH]c2c1
 : 1.1%	x
COc1ccccc1/C=C(/C(=O)NCCCn1ccnc1)c1ccccc1
 : -3.6%	x
CCOC(=O)c1ccc(NC(=O)CSc2nnc(Cc3cccs3)n2C)cc1
 : -4.7%	x
CCCOc1ccc(CN(CCO)CCO)cc1[N+](=O)[O-]
 : -2.6%	-12
Cc1ccc(Cn2c(=O)cc(C(=O)O)c3ccccc32)cc1
 : 0.0%	0
CCOC(=O)c1sc(-c2cccc([N+](=O)[O-])c2)cc1N
 : 9.1%	-4
CC(C)c1ccc(NC(=O)C(c2ccc3c(c2)OCO3)N2CCC3(CC2)OCCO3)cc1 (stereo unspecified)
 : 9.5%	-5
Cc1ccccc1C(=O)NC(C)C(c1cccs1)N1CCOCC1 (stereo unspecified)
 : -0.2%	-13
Nc1ccn([C@@H]2CS[C@H](CO)O2)c(=O)n1
 : 6.6%	8
Cc1ccc(S(=O)(=O)NC(CC(C)C)C(=O)N2CCC(C)CC2)cc1 (stereo unspecified)
 : 3.1%	x
CCOc1cccc2cc(-c3cn4cc(C)ccc4n3)c(=O)oc12
 : 8.8%	12
COC(=O)c1c(C)c2c(C)cc3ccccn3c-2c1C(=O)OC
 : -1.4%	x
O=C1c2cccnc2C(=O)N1Cc1ccco1
 : 0.2%	-8
CNC(=O)C(NC(=O)Nc1ccc(C)cc1)C(C)(C)C (stereo unspecified)
 : 5.8%	-12

New compounds follow:
Every second line gives: M. tuberculosis GlmU	Mtb RmlCD inh
CCc1ccc(OCc2nnc(SCC(=O)N3CCOCC3)o2)cc1
 : 3.2%	17
COc1cccc(-n2sc3c(c2=S)-c2cc(OC)ccc2NC3(C)C)c1
 : 3.5%	-2
COC(=O)c1c(-c2ccco2)csc1NC(=O)C1CC=CCC1C(=O)O (stereo unspecified)
 : 1.3%	-2
COC(=O)CNC(=O)c1ccccc1
 : 2.8%	x
CCN(CC)c1ccc(NC(=O)Nc2ccccc2C(F)(F)F)cc1
 : 0.8%	-9
CCCC(C)C(=O)Nc1ccncc1 (stereo unspecified)
 : 0.4%	x
CC(Sc1nc2ccccc2s1)C(=O)NC1CCCc2ccccc21 (stereo unspecified)
 : 1.8%	11
CC(C)(CCl)C(=O)Nc1ccc(C(F)(F)F)cc1
 : -0.1%	4
COc1ccc(Cl)c(NC(=O)Nc2c(C)n(-c3ccccc3)c(=O)n2C)c1
 : 5.9%	84
CCCCNS(=O)(=O)c1ccc2nc(-c3cccs3)cc(C(=O)NCC(OC)OC)c2c1
 : 4.8%	x
Cc1cc(Br)ccc1OCCCCNCCO
 : 3.8%	48
O=C(CSc1cn(Cc2ccccc2)c2ccccc12)Nc1nccs1
 : 1.6%	8
Cc1nn(Cc2cccc(C(=O)N3CCCC(C)C3)c2)c(C)c1[N+](=O)[O-] (stereo unspecified)
 : 4.6%	5
COc1cc(SC#N)ccc1N=Cc1c(C)[nH]n(-c2ccc(Cl)cc2)c1=O
 : -11%	10
O=C(Nc1nc(-c2cc3ccccc3oc2=O)cs1)c1ccc(Br)o1
 : 2.7%	4

The listing continues.
SMILES	M. tuberculosis GlmU	Mtb RmlCD inh
Cc1cccc(NC(=O)c2cnn(C)c2)c1C	1.1%	55
COc1ccc(CSC2=NCCN2)cc1Cl	-2.1%	-5
O=C(c1cccnc1)N1N=C2CCCCCC2C1(O)C(F)(F)F (stereo unspecified)	-2.5%	5
Cc1nn(-c2ccccc2)c(Cl)c1/C=N/NC(=O)c1ccco1	2.1%	2
Cc1nnc(SCC(=O)N/N=C/c2cn(-c3ccccc3)nc2-c2ccccc2)n1-c1ccccc1	-9.8%	x
CCOC(=O)c1sc(NC(=O)C2CC=CCC2C(=O)O)nc1C (stereo unspecified)	12%	-6
CCn1c(C)c(C2=CCN(S(=O)(=O)c3ccccc3)CC2)c2ccccc21	7.3%	-5
O=C(NC1CC1)C1CCN(C2CCN(C(=O)/C=C/c3ccc(F)cc3)CC2)CC1	3.1%	x
O=C(CCCC(=O)NNC(=O)Nc1ccccc1)NNC(=O)Nc1ccccc1	-1.9%	-8
O=C(CC(C(=O)NCc1ccccc1)c1nc2ccccc2c(=O)[nH]1)NCc1ccccc1 (stereo unspecified)	-3.8%	x
CC1CCCCC1NC(=O)CSc1nc2ccccc2c(=O)n1Cc1ccco1 (stereo unspecified)	-2.0%	x
COCc1nnc(NC(=O)CSCc2ccccc2)s1	-3.5%	11
COc1cccc(NC(=O)C(Sc2nnc(Nc3ccccc3C)s2)c2ccccc2)c1 (stereo unspecified)	-4.0%	x
O=C(O)C1CCC(Cn2c(SCc3cc(=O)n4ccccc4n3)nc3ccsc3c2=O)CC1 (stereo unspecified)	1.9%	-9
CCOC(=O)C[n+]1c(C)ccc2c1CCC2	4.3%	x
Cc1ccc(Cl)cc1NC(=O)C(=O)N1CCCCC1	0.0%	x
CC(C)(C)CC(=O)NCCCN1CCOCC1	0.8%	-8
O=S(NCc1ccco1)C12CC3CC(CC(C3)C1)C2 (stereo unspecified)	-4.2%	x
O=C(CNC(=S)N(Cc1ccccc1)Cc1cccnc1)N1CCOCC1	4.4%	-14
O=C(NCc1ccccc1)c1sc(=S)n2c1[nH]c(=O)c1ccccc12	3.1%	x
CC(=O)NS(=O)(=O)c1ccc(NC(=O)CSc2ccc(Cl)cc2)cc1	2.4%	-7
Cc1cccc(/N=C2/NC(=O)C(Cc3ccccc3)S2)n1 (stereo unspecified)	8.0%	-6
O=C(Cn1cnc2ccccc21)N/N=C/c1ccccc1	3.2%	3
Cc1nn(-c2ccccc2)c2[nH]c(=O)c(CNCCN3CCOCC3)cc12	-1.2%	x
O=C(COC(=O)Cc1ccsc1)NCc1ccccc1	5.9%	-7
C/C(=N\NC(=O)c1ccc(C)cc1C)c1ccc2c(c1)Nc1ccccc1S2	3.8%	-9
O=C(C1CCCCC1)N1CCC(c2nc3c(nnn3Cc3c(F)cccc3Cl)c(=O)[nH]2)CC1	4.6%	x
COc1ccc(-c2nc(CSCC(=O)N3CCc4ccccc43)c(C)o2)cc1OC	-1.6%	x

High-throughput results from PubChem BioAssay.
